Screening results from PubChem.
Tau fibril ThT: qHTS for Inhibitors of Tau Fibril Formation, Thioflavin T Binding. actives 2.1% (n = 270,000). Microtubule-associated protein tau (Homo sapiens), P10636. recombinant tau K18 P301L, heparin-induced fibrillization, ThT fluorescence. Potency, µM (highest dose often 57.4 µM), for the others: at the top dose activity, negative = inhibition, actives largely listed as inhibitors; also: nearly all actives have a fitted effect of over 55% in size
Target sequence (P10636 561-689 P618L limits assumed): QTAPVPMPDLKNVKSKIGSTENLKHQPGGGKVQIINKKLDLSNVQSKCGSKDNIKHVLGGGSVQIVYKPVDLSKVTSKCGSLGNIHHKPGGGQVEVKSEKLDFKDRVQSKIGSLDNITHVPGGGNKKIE
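Fibril formation assay: tau K18 P301L at 15 uM with trace Alexa 594 label, heparin inducer 20 uM, pH 7 sodium acetate buffer, 37 C for 6 hr; endpoint ThT signal.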
TR SRC2 fluor cs: Total Fluorescence Counterscreen for Inhibitors of the Interaction of Thyroid Hormone Receptor and Steroid Receptor Coregulator 2. actives 0.29% (n = 280,000). Potency, µM (top dose mostly 106 µM), for inactives: at the top dose fluorescence change, negative = quenching. TRb/SRC2 Texas Red total fluorescence interference; active = well fitted curve in either direction with a large enough effect; inconclusive = small, poorly fitted or top-dose-only effect
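Human TRβ ligand-binding domain (0.6 uM) and Texas Red SRC2 peptide (20 nM) in Tris buffer with 1 uM T3 and 5% DMSO were incubated with pinned compound for 5 hr at ambient temperature. Total fluorescence was computed as S + 2P (555/632 nm).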
L3MBTL1 block: qHTS Assay for the Inhibitors of L3MBTL1; actives 0.66% (n = 230,000); AlphaScreen L3MBTL1–H3K9me1 peptide binding; Potency, µM (titrated, usually from 57.1 µM), for inactives: at the top dose activity, negative = inhibition, actives largely listed as inhibitors; AID 485360, 2010; Lethal(3)malignant brain tumor-like protein 1 (Homo sapiens), Q9Y468; also: nearly all actives have a fitted effect of over 60% in size
Target sequence (Q9Y468 whole entry, looked up): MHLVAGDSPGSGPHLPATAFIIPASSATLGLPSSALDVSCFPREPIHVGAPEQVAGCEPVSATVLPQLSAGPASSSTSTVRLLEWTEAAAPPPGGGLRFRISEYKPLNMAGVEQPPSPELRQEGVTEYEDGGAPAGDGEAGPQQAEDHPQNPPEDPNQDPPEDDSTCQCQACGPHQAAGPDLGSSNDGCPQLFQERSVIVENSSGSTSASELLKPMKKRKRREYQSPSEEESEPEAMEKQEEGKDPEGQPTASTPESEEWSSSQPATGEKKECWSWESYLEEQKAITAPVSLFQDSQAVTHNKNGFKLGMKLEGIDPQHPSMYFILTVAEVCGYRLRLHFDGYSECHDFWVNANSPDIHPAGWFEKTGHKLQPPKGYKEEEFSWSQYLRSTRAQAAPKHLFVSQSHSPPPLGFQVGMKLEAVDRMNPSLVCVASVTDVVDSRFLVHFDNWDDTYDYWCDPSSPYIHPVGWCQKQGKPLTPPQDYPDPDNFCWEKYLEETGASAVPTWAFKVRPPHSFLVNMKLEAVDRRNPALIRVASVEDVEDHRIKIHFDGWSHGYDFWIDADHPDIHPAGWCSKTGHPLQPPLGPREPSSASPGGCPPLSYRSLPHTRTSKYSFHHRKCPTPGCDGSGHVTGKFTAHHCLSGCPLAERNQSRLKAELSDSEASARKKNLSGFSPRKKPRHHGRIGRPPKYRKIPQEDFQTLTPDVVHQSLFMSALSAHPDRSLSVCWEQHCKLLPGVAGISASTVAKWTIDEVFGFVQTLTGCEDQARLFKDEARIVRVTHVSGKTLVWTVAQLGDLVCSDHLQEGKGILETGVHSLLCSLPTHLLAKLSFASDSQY
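Displacement of a biotinylated histone H3(1-15) peptide monomethylated at Lys9 (75 nM) from L3MBTL1 (50 nM) was measured by AlphaScreen after a 30 min room-temperature compound incubation; cefsulodin titration served as intraplate control.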
aGal spleen mod: qHTS Assay for Inhibitors and Activators of Human alpha-Galactosidase From Spleen Homogenate. Alpha-galactosidase A (Homo sapiens), P06280. human spleen homogenate, 4MU-alpha-Gal fluorescence, 40 min. Potency, µM (doses to about 80 µM), for inactives: at the top dose activity change, negative = inhibition, usual class: inhibitors. actives 0.008% (n = 240,000);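 also: 0% = enzyme with vehicle and -100% = no enzyme basal signal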
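Fluorogenic readout (Ex 365/Em 440 nm) of 4-methylumbelliferone released from 1 mM 4-MU-alpha-galactoside by spleen homogenate, 40 min at 37C, pH 5.0. Data normalized to no-enzyme and enzyme controls; Hill-equation AC50 from compound titrations.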
TRb-SRC2 inh: qHTS for Inhibitors of the Interaction of Thyroid Hormone Receptor and Steroid Receptor Coregulator 2; Potency, µM (titrated, usually from 106 µM), for the others: at the top dose activity change, negative = inhibition, usual class: inhibitors; AID 1469, 2008; actives 0.065% (n = 280,000); Thyroid hormone receptor beta (Homo sapiens), P10828; TRbeta-SRC2 peptide binding, fluorescence polarization; receptor liganded with 1 µM T3;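 also: plate controls were bound peptide for no effect and peptide without receptor for full effect; nearly all actives have a fitted effect of over 50% in size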
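Human TRb ligand-binding domain (0.6 uM) is mixed with 20 nM Texas Red SRC2 peptide and 1 uM T3; after compound addition and 5 hr at ambient temperature, polarization is measured and normalized to unbound and bound controls.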
Tau FP inhib: qHTS for Inhibitors of Tau Fibril Formation, Fluorescence Polarization | Microtubule-associated protein tau (Homo sapiens), P10636 | actives 0.39% (n = 280,000) | Potency, µM (highest dose often 57.7 µM), for the others: at the highest dose activity, negative = inhibition, usual class: inhibitors | K18 P301L tau heparin fibrillization, Alexa594 FP, 6 h; also: nearly all actives have a fitted effect of over 55% in size
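FP of Alexa 594-tau after heparin (20 uM) induction. Substrate: human K18 P301L, 15 uM unlabeled, 0.24 uM labeled. Buffer 100 mM sodium acetate pH 7. 6 hr, 37 C.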
Tau fluor counter: Counterscreen qHTS for Inhibitors of Tau Fibril Formation, Fluorescence Polarization | tau K18 P301L Alexa594 fluorescence, heparin fibrillization | Potency, µM (titrated, usually from 57.7 µM), for the others: at the top dose activity change, negative = decrease | actives 0.93% (n = 280,000); also: nearly all actives have a fitted effect of over 55% in size
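Human tau K18 P301L (15 uM unlabeled, 0.24 uM Alexa 594-labeled) in 100 mM sodium acetate pH 7 with 20 uM heparin, 6 hr at 37 C. ThT 30 uM added, 1 hr ambient; Alexa 594 FP and total fluorescence read at 555/632 nm.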
ALDH1A1 block: qHTS Assay for Inhibitors of Aldehyde Dehydrogenase 1 (ALDH1A1). Purified ALDH1A1, NADH fluorescence, propionaldehyde substrate. Aldehyde dehydrogenase 1A1 (Homo sapiens), P00352. Potency, µM (highest dose often 75.3 µM), inactives show top-dose activity, negative = inhibition, hits mostly inhibitors. actives 7.3% (n = 220,000); active = well fitted inhibition curve with a large enough effect, not every such curve was filed as active; inconclusive = small, poorly fitted or top-dose-only effect, or another doubt; inactive = no such curve, though single readings can be large or run the other way;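 also: plate controls were no enzyme wells and a reference inhibitor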
* hit, by the source's call; u = inconclusive; x = not tested or not shown; & = joins results of further samples; [ ] = remark or other dose. Unless noted, calls follow the shape of the dose curve; as a rule, active = well fitted curve in the direction sought with a large enough effect; inconclusive = small, poorly fitted or top-dose-only effect, or another doubt; inactive = no such curve, though single readings can be large; an effect the other way counts as inactive or inconclusive. Unless noted, % is scaled to controls: 0 for no effect and ±100 for the full control effect; potency is read from the fitted curve at half-maximal effect. Hits appear at their usual frequency, and some 8.5% of all compounds hit somewhere here.

SMILES	Tau fibril ThT	TR SRC2 fluor cs	L3MBTL1 block	aGal spleen mod	TRb-SRC2 inh	Tau FP inhib	Tau fluor counter	ALDH1A1 block
CCCOc1c(Br)cc(C(N)=O)cc1OCC	-3%	-2%	6%	4%	4%	-9%	-7%	9%
COC(=O)c1[nH]c2ccccc2c1NC(=O)c1ccccc1F	-21%	0%	-3%	-7%	2%	11%	u	x
CC(C)Nc1nc(Cl)nc(NN(C)c2nc(N(C)C)nc(N(C)C)n2)n1	-7%	-4%	0%	9%	0%	1%	-13%	2%
CC(=O)c1ccc(OC(C)C)c(CC(C(N)=O)C(N)=O)c1	-4%	-5%	x	8%	-5%	7%	-6%	-3%
CCC(C)[C@H](NC(=O)NCCC1=CCCCC1)C(=O)O (some centres undefined)	-2%	-2%	4%	-5%	0%	-7%	-7%	x
COc1ccc(NC(=O)Cc2cccs2)c(OC)c1	-5%	1%	-5%	-2%	-14%	2%	1%	6%
O=S(=O)(c1ccc(Br)cc1)N1CCN(c2cc(-c3ccccc3)nc3ncnn23)CC1	-16%	-2%	x	-3%	4%	2%	-7%	u
CS(=O)(=O)N(CC(=O)Nc1ccc2c(c1)OCCO2)Cc1ccc(Cl)cc1	1%	0%	-5%	2%	-2%	3%	-6%	3%
Cc1ccc(-n2c(N)c(C(=O)NCc3ccco3)sc2=S)cc1	-7%	2%	-6%	0%	-14%	-1%	-15%	u
Cc1ccsc1/C=N/n1c(-c2ccncc2)n[nH]c1=S	-9%	-1%	0%	7%	-4%	0%	-4%	-6%
COC(=O)c1sc2nc(-c3ccco3)ccc2c1N	7.1µM*	u	-2%	8%	-16%	1%	u	u
CCOC(=O)/C(=N/Nc1ccc(Cl)cc1)S(=O)(=O)c1ccccc1	-18%	-2%	x	0%	-12%	8%	-27%	u
CC1CCC(NC(=O)c2cnccn2)CC1 (centres undefined)	-5%	-2%	x	2%	5%	5%	-3%	-10%
O=c1[nH]c(CSc2ncc(-c3ccc(F)cc3)n2Cc2ccco2)nc2ccccc12	u	-4%	-23%	-6%	-3%	14%	-11%	u
COc1ccc(CC2(C)OC(c3ccc([N+](=O)[O-])cc3)=NN2C(C)=O)cc1 (centres undefined)	-18%	-4%	-29%	3%	-7%	5%	-24%	0%
CCCc1nnc(SCC(=O)N2CCCCC2)n1CCCOC	10%	0%	13%	-9%	-21%	2%	10%	3%
C[N+]1(CC2COC3(CCCCC3)O2)CCCCC1 (centres undefined)	x	-4%	x	-5%	-3%	4%	6%	x
CC1(C(=O)O)C=CC2(CCCCC2)N1C(=O)c1ccccc1 (centres undefined)	0%	0%	11%	5%	2%	2%	-2%	6%
CCOC(=O)c1c(C)nc2sc3c(=O)n(-c4ccc(C)cc4)cnc3c2c1-c1ccc(OC)cc1	1%	1%	5%	-10%	-12%	-4%	-1%	14%
Cc1ccc(-c2cnc(NCc3ccc(C(F)(F)F)cc3)n2C)cc1	u	4%	x	x	-2%	12%	u	x
Cc1ccc(NC(=S)N2CCN(S(=O)(=O)c3c(F)cccc3F)CC2)cc1C	2%	-3%	-18%	1%	9%	-6%	-18%	u
Cc1oc(-c2ccccc2F)nc1CS(=O)CC(=O)NCc1ccc2c(c1)OCO2 (centres undefined)	u	-2%	x	7%	-2%	-4%	-12%	32µM*
Cc1ccc(C(=O)Nc2ncc(C)s2)o1	-1%	0%	x	0%	4%	6%	3%	3%
COc1ccccc1NS(=O)(=O)c1ccc(Br)s1	-14%	4%	12%	5%	1%	4%	-16%	u
COc1cccc(Nc2nc(-c3sc(N)nc3C)cs2)c1	11µM*	1%	-9%	13%	8%	-6%	14µM*[quencher]	-2%

A second format for part of the listing above:
Values in the order: Tau fibril ThT | TR SRC2 fluor cs | L3MBTL1 block | aGal spleen mod | TRb-SRC2 inh | Tau FP inhib | Tau fluor counter | ALDH1A1 block
> Cc1ccc(C(=O)Nc2ncc(C)s2)o1
  -1% | 0% | x | 0% | 4% | 6% | 3% | 3%
> CCC(C)[C@H](NC(=O)NCCC1=CCCCC1)C(=O)O (some centres undefined)
  -2% | -2% | 4% | -5% | 0% | -7% | -7% | x

Other structures follow:
SMILES	Tau fibril ThT	TR SRC2 fluor cs	L3MBTL1 block	aGal spleen mod	TRb-SRC2 inh	Tau FP inhib	Tau fluor counter	ALDH1A1 block
COc1ccc(SCC(=O)c2cc(C)c(OC(=S)N(C)C)c(C)c2)cc1	-16%	-4%	x	-12%	-1%	-8%	-24%	u
COc1ccc(C2=NOC(C(=O)NCc3ccc(F)cc3)C2)cc1OC (centres undefined)	-8%	0%	5%	6%	-1%	1%	-3%	6%
C=CCSC1=C(C#N)C(c2ccccc2OCC)CC(=O)N1 (centres undefined)	-3%	3%	-4%	6%	2%	5%	0%	u
CCc1ccccc1NC(=O)N1CCN(C(=O)c2nsc3ccccc23)CC1	-4%	-1%	x	x	-1%	-2%	-5%	x
CCCCNC(=O)CCC(=O)NNc1nc2ccccc2c2nc(C)nn12	-6%&5%	2%&-2%	0%	0%	1%&8%	-9%&3%	-14%&4%	6%
COC(=O)c1cc(C#N)c(Oc2ccc(OC)cc2)nc1C	-6%	1%	14%	-2%	-12%	-8%	-8%	-3%
CN(C(=O)CCc1nc2ccccc2s1)c1ccccc1	-9%	-3%	1%	-10%	-7%	-2%	-7%	7%
CCCC(O)(CCC)C(=O)NNc1ccc(C)cc1	-11%	-7%	11%	0%	6%	1%	-4%	x
CC(=O)c1c(C)[nH]c(C(=O)CN2C(=O)NC(C)(c3ccc(C)cc3)C2=O)c1C (centres undefined)	-10%	-1%	u	0%	0%	13%	10%	2%
Cc1ccccc1OCCN1C(=O)NC2(CCCc3ccccc32)C1=O (centres undefined)	-5%	7%	x	5%	5%	1%	-10%	1%
COc1ccc(C(=O)NCCN2C(=O)S/C(=C\c3cccnc3)C2=O)c(OC)c1OC	-8%	-1%	1%	-15%	2%	3%	4%	6%
CC(CN1CCOCC1)OC(=O)c1ccccc1Br (centres undefined)	-1%	-1%	x	-7%	8%	-4%	4%	-40%
Cc1cc(C)c(NC(=O)C(C)n2nc(-c3ccc(C)c(C)c3)ccc2=O)c(C)c1 (centres undefined)	u	4%	x	x	-4%	8%	-2%	x
Cc1ccc(C2(C)NC(=O)N(CC(=O)NC(=O)NC3CCCC3)C2=O)cc1 (centres undefined)	0%	-3%	x	2%	-6%	5%	-2%	-7%
CC(C)c1ccccc1NC(=O)Nc1ccc(F)cc1F	-12%	-2%	10%	5%	13%	-12%	-15%	x
O=C(COC(=O)C1CC(=O)N(Cc2ccccc2)C1)c1ccc(Br)cc1 (centres undefined)	7%	-3%	3%	-3%	0%	0%	4%	1%
O=[N+]([O-])c1cc(Cl)ccc1NCCNc1ncc(C(F)(F)F)cc1Cl	u	-3%	-11%	-7%	1%	-8%	-27%	-3%
CC(=O)Nc1ccc(NC(=O)C2CCCN2C(=O)Nc2ccccc2[N+](=O)[O-])cc1 (centres undefined)	-6%	2%	9%	-2%	2%	2%	0%	9%
CC1=C(C#N)C(c2cccnc2)C2=C(CCCC2=O)N1 (centres undefined)	-5%	-1%	20%[11.4 µM]	u	-6%	1%	-2%	u
CCCCC(=O)OCC(=O)c1ccc(OCC)cc1	7%	-1%	51%[activator]	2%	-26%	13%	5%	-4%
COC(=O)CC1Oc2ccccc2N(Cc2ccc(C)cc2)C1=O (centres undefined)	-11%	-1%	-1%	-4%	1%	5%	-11%	u
O=C(CCC(=O)N(CC(=O)NC1CCCCC1)Cc1ccco1)Nc1nccs1	-8%	2%	0%	2%	5%	-7%	-4%	-4%
CN=C(C)/C(C(=O)OC)=C(/O)c1ccc(Cl)cc1Cl	-14%	0%	0%	5%	-1%	-5%	-16%	-2%
O=C1CSc2ccc(C(=O)O)cc2N1	3%	0%	5%	-1%	-5%	-5%	5%	11%
O=C(O)CCC(=O)OC[C@@H](NC(=O)C(Cl)Cl)C(O)c1ccc([N+](=O)[O-])cc1 (some centres undefined)	-5%	0%	x	3%	-1%	5%	-13%	-14%

One compound at a time, as listed above. Screens in order: Tau fibril ThT | TR SRC2 fluor cs | L3MBTL1 block | aGal spleen mod | TRb-SRC2 inh | Tau FP inhib | Tau fluor counter | ALDH1A1 block
Results for `CCOC(=O)/C(=N/Nc1ccc(Cl)cc1)S(=O)(=O)c1ccccc1` : -18% | -2% | x | 0% | -12% | 8% | -27% | u
Results for `CC1=C(C#N)C(c2cccnc2)C2=C(CCCC2=O)N1` (centres undefined) : -5% | -1% | 20%[11.4 µM] | u | -6% | 1% | -2% | u
Results for `COc1cccc(Nc2nc(-c3sc(N)nc3C)cs2)c1` : 11µM* | 1% | -9% | 13% | 8% | -6% | 14µM*[quencher] | -2%
Results for `COc1ccccc1NS(=O)(=O)c1ccc(Br)s1` : -14% | 4% | 12% | 5% | 1% | 4% | -16% | u
Results for `COC(=O)CC1Oc2ccccc2N(Cc2ccc(C)cc2)C1=O` (centres undefined) : -11% | -1% | -1% | -4% | 1% | 5% | -11% | u
